Source: PubChem BioAssay
INS-1E GSIS act: GLuc luminescence reporter in INS-1E cells, primary screen for activators of glucose-dependent secretion of insulin; INS-1E GLuc reporter insulin secretion, 2-3 h; activation, % at 16.6 µM; 370,000 compounds, 0.61% hits;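 active means lowest replicate activation of at least 40%, so every replicate reaches that level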;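 further: 0% = median of neutral control wells and 100% = median of IBMX positive control wells; some compounds called inactive have numbers as strong as hits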
PGC1a acetyl inh: lowers PGC1a acetylation signal in U2OS cells; AlphaScreen anti-acetyl-lysine; with virally co-expressed GCN5 acetyltransferase; inhibition, % at 15.6 µM; 350,000 compounds, 0.17% hits;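 active means every replicate shows inhibition of at least 40%; inconclusive means mean inhibition at least 40% but some replicate below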;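 further: 0% = neutral control wells and 100% = positive control wells; some results beyond the cut were filed as inactive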
FN deposition inh: fibronectin deposition inhibition. AH1F fibroblasts, Alexa488-fibronectin deposition fluorescence, overnight. inhibition, % at 12.6 µM. 350,000 compounds, 0.086% hits. AID 743247;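 active means mean inhibition across replicates of 30% or more, regardless of how many single replicates reach that level; inconclusive means mean under 30% yet at least half of replicates reach 30%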;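 further: positive control wells lacked labelled fibronectin entirely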
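Material: AH1F fibroblast monolayer depositing Alexa488-labelled fibronectin into matrix | Input: 10000 AH1F cells/well | Medium: DMEM plus 2% serum, read in PBS | Reagent: Alexa488-fibronectin, 24 nM final in well | Compound dosing: One dose per compound, pinned | Schedule: 1 h adhesion, overnight exposure | Measured by: Fluorescence at 485 nm excitation, 525 nm emission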
Statin myotox sup: suppression of simvastatin myotoxicity; C2C12 myotubes + simvastatin, ATP luminescence, 48 h; scaled: DMSO 0, geranylgeraniol control 100; rescue of ATP level, % at 7.49 µM; 330,000 compounds, 0.78% hits; AID 602340;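 active means mean ATP rescue above about 67%, or every replicate alone reaching that limit, limit read from the data, passing the limit was not always enough; inconclusive means no clear call, values can overlap the other calls; inactive means mean under the limit and some replicate under it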;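 further: myotubes were challenged with 10 µM simvastatin during compound exposure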
CFTR F508del cor: CFTR F508del correction in bronchial cells; activity (quench increase), % at 7.58 µM; CFBE cells, YFP halide quenching; stimulated with forskolin plus potentiator P3; % fluorescence drop versus neutral controls; 350,000 compounds, 0.36% hits;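 active means mean added fluorescence quench of at least 8% versus neutral control, with both replicates also reaching 8%; inconclusive means only one of the mean or replicate conditions met; inactive means mean below 8% and not both replicates reaching 8%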;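 further: cells transiently co-express mutant CFTR-F508del with the halide-sensitive YFP; corrector assay measuring rescue of mutant channel to the surface after 24 h compound exposure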
miR-122 sensor: blocks miR-122 activity in Huh7 sensor cells; activation (reporter increase), % at 12.5 µM; Huh7 miR-122 Renilla luciferase sensor, 48 h; neutral wells = 0, positive control = 100; 340,000 compounds, 0.3% hits;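 active means mean replicate activation score at least 90 and every replicate individually at or above 90; inconclusive means only one of the two criteria met; inactive means neither criterion met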;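 further: higher luciferase means less miR-122 activity so hits act as miR-122 inhibitors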
Cneo AK release: causes C. neoformans cell lysis | AID 651654 | adenylate kinase release luminescence, 4 h; normalised: neutral wells 0, clomiphene wells 100 | lysis activity, % at 15 µM | 360,000 compounds, 0.2% hits;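 active means mean lysis activity across replicates of at least 80%, whatever share of replicates individually reach that level; inactive means mean lysis activity below 80%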
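Assay system: Cryptococcus neoformans yeast cells / Dosing: single-point compound dose / Timing: 4 h at 37 °C static, read 1 h later / Measured by: luminescence of released adenylate kinase using an AK detection reagent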
PglD inh: blocks C. jejuni PglD acetyltransferase activity. purified PglD enzyme, DTNB colorimetric CoA detection. inhibition, % at 12.5 µM. 360,000 compounds, 0.098% hits. AID 602405; in the data active means inhibition above about 16%, passing the limit was not always enough; inconclusive means no clear call, values can overlap the other calls; further: strong numbers were not always called active
Active calls of the source: *; ? = inconclusive; . = no result given; [ ] = another dose, or the depositor's remark.

SMILES | INS-1E GSIS act | PGC1a acetyl inh | FN deposition inh | Statin myotox sup | CFTR F508del cor | miR-122 sensor | Cneo AK release | PglD inh
O=C(N/C(=C\c1ccco1)C(=O)N1CCCC1)c1ccccc1 | 1.3 | 3.9 | 7.7 | 48.5 | 3.3 | 3.4 | -1.0 | -0.2
C[C@@H]1CN([C@@H](C)CO)C(=O)CCCn2cc(nn2)CO[C@@H]1CN(C)S(=O)(=O)c1ccc2ccccc2c1 | 0.7 | 3.6 | 8.1 | -18.5 | 1.5 | -1.3[16.7 µM] | . | .
COCCn1c(-c2ccc(OC)cc2)nc2oc3cc(OC)ccc3c(=O)c2c1=O | . | -20.5 | . | ? | 2.1 | 1.6 | -2.8 | 6.6
Oc1ccc(/C=N/N(Cc2ccccc2)c2ccccc2)cc1 | -7.6 | . | -10.0 | 15.9 | -1.0 | -4.2 | 0.4 | -1.3
COc1c[nH]n(C2CCCCC2)c(=O)c1=O | 2.4 | -1.7 | 8.7 | . | . | -5.6 | -2.4 | 6.2
c1ccc(CNc2c(-c3cccc(SC4CCCCC4)c3)nc3ccccn23)cc1 | -7.1 | -15.7 | -12.7 | -64.4 | -3.2 | 1.7 | -2.0 | 0.3
CSc1nc2ccc(NC(=O)c3ccccn3)cc2s1 | 5.2 | . | -4.0 | -42.9 | -0.4 | -3.1 | -3.5 | 0.3
Cc1n[nH]c(C)c1Sc1ccccc1N=Cc1cc(Cl)cc([N+](=O)[O-])c1O | . | 1.6 | . | -0.4 | . | 1.0 | 12.5 | 16.9
CCCN(C(=O)c1ccc([N+](=O)[O-])c(C)c1)c1c(N)n(Cc2ccccc2)c(=O)[nH]c1=O | 0.9 | 2.8 | -22.1 | -2.7 | -1.2 | . | -2.3 | -2.2
Cc1ccc(OCC(=O)N/N=C\c2ccco2)c(C)c1 | . | -0.3 | -9.0 | -4.2 | . | -2.7 | 0.0 | -6.1
O=C(Cc1cccs1)N(Cc1cccs1)C1(C(=O)NC2CCCC2)CCCCC1 | . | -24.7 | -7.7 | 14.3 | . | 2.6 | 4.4 | -1.8
CCOc1ccc2oc(C(=O)N3CCN(Cc4ccccc4)CC3)c(C)c2c1 | -31.9 | . | -3.0 | 0.6 | 1.0 | . | 0.0 | -3.9
CCOC(=O)NC(=O)CSc1nnc(C2CC2)n1Cc1ccco1 | -2.9 | -0.2 | 8.0 | . | -1.0 | -1.5 | . | .
CCNC(=O)C1(C)CCN(C(=O)c2cc(OC)c(OC)c(OC)c2)C1 (stereo not drawn) | 6.9 | 12.8 | -3.3 | -0.8 | -1.3 | . | 0.7 | 1.1
O=C(CCC1N=C2c3ccccc3N=C(SCC(=O)NCc3ccco3)N2C1=O)NCc1ccco1 (stereo not drawn) | 10.1 | 5.3 | 8.2 | . | -0.9 | . | 0.1 | 8.5
CC1CC(C)CN(CCCNC(=O)c2ccc3c(c2)N(Cc2ccccc2)C(=O)c2ccccc2S3=O)C1 (stereo not drawn) | -28.1 | -21.1 | -1.1 | -7.6 | -0.5 | -3.5 | 0.3 | 0.7
C=CCc1cccc(CNc2c(C)cc(C)cc2C)c1O | -3.5 | -17.5 | 8.1 | . | 2.5 | -3.0 | . | .
O=C(N/N=C/c1ccc(-c2ccc(Br)cc2)o1)c1ccc2c(c1)OCO2 | 4.4 | -2.1 | -17.6 | 2.4 | -2.7 | -0.3 | 0.4 | 0.9
Cc1oc2c(C)c3oc(=O)c(CC(=O)N[C@@H](CCCNC(N)=O)C(=O)O)c(C)c3cc2c1C | 0.4 | -3.9 | -2.9 | 15.2 | -7.4 | -6.5 | -0.1 | 1.6
CCN(C1CCCCC1)S(=O)(=O)c1ccc(S(=O)(=O)NCc2ccncc2)cc1 | -24.0 | 13.3 | 3.7 | -18.8 | . | 8.3 | 8.2 | -5.3
CC(Sc1nnc(-c2cccnc2)n1N)C(=O)N1CCOCC1 (stereo not drawn) | 13.8 | . | 2.4 | 4.2 | -1.2 | . | 1.4 | 1.3
Cc1ccnc(SCC(=O)Nc2c(C)n(C)n(-c3ccccc3)c2=O)n1 | . | 7.5 | -1.7 | -4.0 | . | -9.4 | -1.0 | -1.2
CC(=O)NCCCc1nc2ccccc2n1Cc1ccccc1F | 19.9 | -0.9 | -1.5 | 1.0 | -1.8 | -3.5 | -1.7 | -2.3
CCc1cccc(CC)c1NC(=O)CN1CCN(S(=O)(=O)c2ccccc2)CC1 | . | 0.4 | 0.2 | . | -0.2 | 0.6 | 1.0 | 4.5
CN(C(=O)COC(=O)c1ccc(C(C)(C)C)cc1)C1CCS(=O)(=O)C1 (stereo not drawn) | 11.7 | -2.5 | 5.1 | 17.0 | -3.4 | -0.9 | 2.0 | -0.9
Cc1c(O)cc2c(c1O)C(=O)CC(c1ccccc1)O2 (stereo not drawn) | -7.5 | 4.3 | . | -7.5 | -2.1 | -25.1 | -2.7 | 2.1
N/C(COc1ccc(C(=O)O)cc1)=N\O | 2.4 | 2.0 | . | 3.5 | . | -1.6 | -0.5 | -0.6
Cn1c(Cn2c(=O)sc3ccccc32)nnc1SCC(=O)NC1CCCCC1 | . | . | . | 0.4 | . | 0.7 | 3.4 | 0.8
COc1ccc(CN2C[C@@H](CO)O[C@@H](n3cnc4c(N(C)C)ncnc43)C2)cc1 | . | -7.2 | -6.3 | 18.1 | 0.9 | 2.2 | -0.5 | 0.4
Cc1ccc(NC(=O)CN2CCc3ccccc3C2)cc1F | -7.6 | -11.2 | -11.5 | -10.5 | -1.3 | 0.2 | -1.0 | -1.5
CCOC(=O)N1CCC(NC(=O)C2=CCN(S(=O)(=O)c3ccc(F)cc3)CC2)CC1 | -14.5 | 10.8 | 7.4 | . | 2.0 | -6.3 | -1.7 | -0.8
C(#Cc1ccccc1)C[N+]1(CC#Cc2cccc3ccccc23)CCOCC1 | -2.8 | . | -1.6 | -97.0 | 6.5 | -4.2 | . | .
Cc1ccc(OCc2ccc(-c3ccccc3)cc2)c([N+](=O)[O-])n1 | 25.5 | -11.7 | -1.9 | . | -1.6 | -7.5 | 0.1 | 3.5
COc1ccccc1S(=O)(=O)Nc1ccc2c(c1)OC[C@H](C)NC[C@H](C)[C@@H](OC)CN(C)C2=O | 7.7 | 8.0 | -4.5 | . | -1.2 | . | . | .
CCc1nnc(NC(=O)C(CC)c2ccccc2)s1 (stereo not drawn) | -5.7 | . | 1.4 | . | . | -28.6 | 0.0 | -7.3
Cc1ccc(NC(=S)N2CCC(NC(=O)c3ccco3)CC2)cc1C | -15.3 | 1.2 | 0.0 | -2.1 | -1.4 | -3.2 | -7.8 | 0.1
CC1C(=O)N2CCCc3cc(NC(=O)C(=O)NCc4ccc5c(c4)OCO5)cc1c32 (stereo not drawn) | -3.5 | . | 5.3 | -2.4 | 0.8 | -16.2 | 0.5 | -2.0
O=C(C[C@H]1C[C@H]2c3cc(NC(=O)Nc4ccc(F)cc4)ccc3O[C@H]2[C@@H](CO)O1)NCC(F)(F)F | -0.1 | -1.5 | 0.8 | 5.0 | -0.1 | 1.5[16.7 µM] | 8.2 | 4.2
CCCC#Cc1ccc2c(c1)O[C@H](CN(C)C(=O)c1ccncc1)[C@@H](C)CN([C@H](C)CO)S2(=O)=O | 4.1 | -6.6 | . | -93.8 | 0.2 | -7.4[16.7 µM] | 1.1 | -0.4
Cc1ccc(CNC(=O)CCCC(=O)O)cc1 | . | -14.5 | . | -12.1 | . | -5.0 | 0.9 | -7.3
COC(C[C@H]1O[C@H]1[C@H](O)[C@H](C)OCc1ccccc1)OC | -1.3 | 2.4 | 20.7 | -7.2 | -1.2 | 0.4 | -2.2 | 0.2
Cc1cccc(N2CCN(C(=O)c3cccc(S(=O)(=O)N4CCc5ccccc5C4)c3)CC2C)c1 (stereo not drawn) | 4.5 | 8.1 | 3.5 | . | ? | 0.8 | 3.8 | -7.6
Cc1c(NC(=O)CSC(=S)N2CCCC2)c(=O)n(-c2ccccc2)n1C | -2.2 | . | 5.1 | -0.8 | 1.2 | . | 0.3 | -8.9
C[C@@H]1CN([C@@H](C)CO)C(=O)c2ccccc2-c2ccccc2CO[C@@H]1CN(C)C(=O)Nc1ccccc1C(F)(F)F | 8.3 | -0.2 | -1.4 | 1.7 | -0.1 | . | -0.5 | -2.3
COc1cc(/C=C2/C(=N)N3C(=NC2=O)SN=C3S(C)(=O)=O)ccc1OS(=O)(=O)c1ccc(C)cc1 | 30.4 | . | -1.2 | 12.2 | -1.4 | -5.9 | 0.1 | 5.1
O=C(NCC1CCN(Cc2ccccc2F)CC1)C1CCCN(c2ncnc3c2nc2n3CCCCC2)C1 (stereo not drawn) | -14.1 | -10.1 | 4.6 | 1.0 | -1.6 | -4.9 | 1.1 | -3.3
CC1=C([N+](=O)[O-])C(c2ccccc2)C2=C(N1)c1ccccc1C2=O (stereo not drawn) | . | 2.5 | -4.8 | -32.4 | . | 26.6 | -1.4 | -6.1
CN(C)c1ccc(C=Cc2ccnc3ccccc23)cc1N | -18.0 | -0.5 | 3.7 | -5.0 | 2.3 | -4.9 | 2.1 | 0.4
CO[C@@H]1CN(C)C(=O)c2cc(NC(=O)c3nc4ccccc4s3)ccc2OC[C@H](C)N(Cc2ccncc2)C[C@H]1C | . | . | . | -12.3 | . | 0.6[16.7 µM] | -0.6 | -1.0
COCCCn1c(=S)[nH]c2sc3c(c2c1=O)CCCC3 | -1.3 | -8.7 | 1.3 | -16.3 | -2.1 | -0.3 | -1.8 | 10.4
COc1ccc(NC(=O)C2OC3OC(C)(C)OC3C3OC(C)(C)OC23)cc1 (stereo not drawn) | 21.6 | . | -8.7 | . | . | . | 5.8 | -11.5
CCC(=O)N1[C@@H](CO)[C@@H](c2ccc(-c3cccc(F)c3)cc2)[C@@H]1CN(C)C(C)=O | 2.9 | 1.8 | . | 18.6 | -0.2 | -7.1[16.7 µM] | -7.2 | -2.4
O=C(Cn1cnc2ccccc2c1=O)NCCC(=O)Nc1ccccc1C(F)(F)F | 10.2 | 9.7 | 1.2 | 10.7 | -1.7 | -3.2 | -0.7 | 2.0
COc1ccc(CN2[C@@H]3CN(C(=O)Nc4ccc(F)cc4)c4ccccc4[C@@H]3[C@@H]2CO)cc1 | -19.3 | -0.2 | . | -7.4 | -2.3 | 0.0[16.7 µM] | -0.3 | -3.1

A different layout for two compounds above.
| Molecule | INS-1E GSIS act | PGC1a acetyl inh | FN deposition inh | Statin myotox sup | CFTR F508del cor | miR-122 sensor | Cneo AK release | PglD inh |
| --- | --- | --- | --- | --- | --- | --- | --- | --- |
| COc1ccc(CN2[C@@H]3CN(C(=O)Nc4ccc(F)cc4)c4ccccc4[C@@H]3[C@@H]2CO)cc1 | -19.3 | -0.2 | . | -7.4 | -2.3 | 0.0[16.7 µM] | -0.3 | -3.1 |
| COCCCn1c(=S)[nH]c2sc3c(c2c1=O)CCCC3 | -1.3 | -8.7 | 1.3 | -16.3 | -2.1 | -0.3 | -1.8 | 10.4 |

In the list so far, these contain a thiophene ring, fused or not.
SMILES | INS-1E GSIS act | PGC1a acetyl inh | FN deposition inh | Statin myotox sup | CFTR F508del cor | miR-122 sensor | Cneo AK release | PglD inh
O=C(Cc1cccs1)N(Cc1cccs1)C1(C(=O)NC2CCCC2)CCCCC1 | . | -24.7 | -7.7 | 14.3 | . | 2.6 | 4.4 | -1.8
COCCCn1c(=S)[nH]c2sc3c(c2c1=O)CCCC3 | -1.3 | -8.7 | 1.3 | -16.3 | -2.1 | -0.3 | -1.8 | 10.4
